CD40 NFkB inh: inhibitors of CD40-induced NF-kB signaling, primary screen, BL2 cells, luciferase reporter, single point; hit rate 0.94% among 83,000; inhibition, % at 10 µM; CD40L-induced, 4 h;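 active = mean inhibition of at least 50% with a set share of replicates also reaching that level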;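 note: 0% = neutral control wells and 100% = IKK inhibitor VII at 50 µM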
Numbers without * were called inactive; [ ] = dose if it differs, or a comment.

`OC[C@H]1[C@H](c2ccc(C#CC3CCCC3)cc2)[C@@H]2CN(CCC(F)(F)F)CCCCN12` gave CD40 NFkB inh -17[25 µM].
Screening Nc1c(C(=O)O)cnc2nc(N3CCOCC3)nn12 returned CD40 NFkB inh 14.
`Cc1ccnc(N2CCC(C(=O)NNC(=O)c3ccncc3)CC2)n1` gave CD40 NFkB inh 4.
`COCC(=O)N1CCCCN2[C@H](CO)[C@H](c3ccc(-c4cccc(C)c4)cc3)[C@@H]2C1` gave CD40 NFkB inh 5[25 µM].
Screening COc1ccc2c3c(n(C)c2c1)[C@@H](CO)N(C(=O)c1ccc(F)cc1)CC31CCN(C)CC1 returned CD40 NFkB inh -15[25 µM].
`Cc1cccc(NC(=O)c2cccc3c2-c2ccccc2C3=O)n1` gave CD40 NFkB inh 24.
For O=C(Cc1cccnc1)N1CC(=O)N2[C@H](CO)[C@@H](c3ccc(C#CC4CCCCC4)cc3)[C@@H]2C1 the results were CD40 NFkB inh 1[25 µM].
Screening Cc1ccccc1OCC(=O)OCC(=O)NCc1ccc2c(c1)OCO2 returned CD40 NFkB inh 2.
For N#CCCN(CC(=O)O)S(=O)(=O)c1ccccc1 the results were CD40 NFkB inh 6.
`CCCCCn1c(=O)[nH]c2cc(C(=O)NC3CCN(Cc4ccccc4)CC3)ccc2c1=O` gave CD40 NFkB inh 10.
O=C(Nc1ccc(Nc2ccccc2)cc1)N1CCOCC1 was read as CD40 NFkB inh -4.
For O=S(=O)(Nc1ccc2[nH]ncc2c1)c1ccccc1Cl the results were CD40 NFkB inh 8.
Screening Cc1ccc(S(=O)(=O)N(C)CCCC(=O)Nc2ccccn2)cc1 returned CD40 NFkB inh 21.
CN1C[C@H]2[C@@H](c3ccccc31)[C@@H](CO)N2Cc1ccccc1Cl was read as CD40 NFkB inh -2[25 µM].
For O=C(Cc1ccccc1)NCC(=O)N1CCC1 the results were CD40 NFkB inh -20.
Screening c1c2c(cc3sc(N4CCOCC4)nc13)OCCO2 returned CD40 NFkB inh 87*.
O=C(CC(F)(F)F)N1C[C@@H]2[C@H](c3ccccc31)[C@H](CO)N2C(=O)CN1CCOCC1 was read as CD40 NFkB inh 23[25 µM].
CCCc1cc(=O)[nH]c(SCC(=O)N2CCCCCC2)n1 was read as CD40 NFkB inh 5.
O=C(c1ccco1)N1CCCN(Cc2nc(Cc3ccccc3)no2)CC1 was read as CD40 NFkB inh 1.
COc1ccc(-n2c(=O)c(CCC(=O)N3CCN(c4ccccc4O)CC3)nc3ccccc32)cc1 was read as CD40 NFkB inh 4.

Next section, starting with the last seven of the part before.
CN1C[C@H]2[C@@H](c3ccccc31)[C@@H](CO)N2Cc1ccccc1Cl was read as CD40 NFkB inh -2[25 µM].
For O=C(Cc1ccccc1)NCC(=O)N1CCC1 the results were CD40 NFkB inh -20.
Screening c1c2c(cc3sc(N4CCOCC4)nc13)OCCO2 returned CD40 NFkB inh 87*.
O=C(CC(F)(F)F)N1C[C@@H]2[C@H](c3ccccc31)[C@H](CO)N2C(=O)CN1CCOCC1 was read as CD40 NFkB inh 23[25 µM].
CCCc1cc(=O)[nH]c(SCC(=O)N2CCCCCC2)n1 was read as CD40 NFkB inh 5.
O=C(c1ccco1)N1CCCN(Cc2nc(Cc3ccccc3)no2)CC1 was read as CD40 NFkB inh 1.
COc1ccc(-n2c(=O)c(CCC(=O)N3CCN(c4ccccc4O)CC3)nc3ccccc32)cc1 was read as CD40 NFkB inh 4.
`CCC1CCc2c(sc(NC(=O)C3CC=CCC3C(=O)O)c2C#N)C1` (stereo not given) gave CD40 NFkB inh -5.
`CCN(C1CCCCC1)S(=O)(=O)CCNC(=O)c1ccc2c(c1)OCO2` gave CD40 NFkB inh 6.
Screening C[C@]12CC[C@@H]3c4ccc(OS(=O)(=O)O)cc4CC[C@H]3[C@@H]1CCC2=O returned CD40 NFkB inh 5.
For Cc1[nH]c(C)c(S(=O)(=O)N2CCCCC2)c1C(=O)N1CCCCC1 the results were CD40 NFkB inh 2.
Screening CC(C)[C@H](NC(=O)c1ccccc1)C(=O)NC1CCCCCCC1 returned CD40 NFkB inh 15.
O=C(Nc1cccc(S(=O)(=O)NCc2ccco2)c1)c1ccc(Cl)cc1 was read as CD40 NFkB inh 11.
`O=C(CCN1C(=O)c2cccc3cccc(c23)C1=O)Nc1ccccc1` gave CD40 NFkB inh 12.
`CN1C(=O)c2cc(NS(C)(=O)=O)ccc2OC[C@@H]2O[C@@H](CC(=O)NCc3ccccc3)CC[C@@H]21` gave CD40 NFkB inh -10[25 µM].
Screening COCC(=O)Nc1ccc2c(c1)C(=O)N(C)C[C@H](OC)[C@H](C)CN(CCc1ccccc1)[C@H](C)CO2 returned CD40 NFkB inh -8[25 µM].
O=C(NCC1CCCO1)C1CCN(C2CCN(C(=O)Cc3ccsc3)CC2)CC1 (stereo not given) was read as CD40 NFkB inh 11.
For Cc1ccc(C)c(-c2nnc(NC(=O)CS(=O)(=O)c3ccccc3)o2)c1 the results were CD40 NFkB inh 4.
For O=C(Cn1c(=O)oc2cc(S(=O)(=O)NCc3ccccc3)ccc21)NCc1ccco1 the results were CD40 NFkB inh 7.
CCOc1ccc(C(=O)/C=C/c2cc(OC)c(OC)c(OC)c2)cc1 was read as CD40 NFkB inh 28.
COc1ccc(NC(=O)N(C)C[C@H]2OCc3ccccc3-c3ccccc3C(=O)N([C@@H](C)CO)C[C@H]2C)c(OC)c1 was read as CD40 NFkB inh -8[25 µM].
Screening CC(C)C(O)(CC#CCN1CCCC1)c1ccccc1 (stereo not given) returned CD40 NFkB inh 11.
Screening CN(C)C(CNC(=O)CSC(=S)N1CCCC1)c1ccccc1 (stereo not given) returned CD40 NFkB inh -10.
Screening COc1cc2cc(C(=O)N3CCc4ccccc4C3)[nH]c2cc1OC returned CD40 NFkB inh -7.
`Cc1ccc(CS(=O)Cc2ccc(C(=O)N3CCN(c4ccccn4)CC3)o2)cc1` (stereo not given) gave CD40 NFkB inh 6.
For Nc1nc(COC(=O)c2ccco2)nc(Nc2ccccc2)n1 the results were CD40 NFkB inh -41.
C[C@@H]1CCc2cnnn2COC[C@@H](c2ccccc2)NC1=O was read as CD40 NFkB inh 5[25 µM].

4 compounds picked at random from the list so far:
`O=C(CCN1C(=O)c2cccc3cccc(c23)C1=O)Nc1ccccc1` gave CD40 NFkB inh 12.
C[C@@H]1CCc2cnnn2COC[C@@H](c2ccccc2)NC1=O was read as CD40 NFkB inh 5[25 µM].
O=C(NCC1CCCO1)C1CCN(C2CCN(C(=O)Cc3ccsc3)CC2)CC1 (stereo not given) was read as CD40 NFkB inh 11.
Screening CN(C)C(CNC(=O)CSC(=S)N1CCCC1)c1ccccc1 (stereo not given) returned CD40 NFkB inh -10.

Continuation.
Screening O=C(CCNC(=O)C1CCN(S(=O)(=O)c2ccccc2)CC1)NCc1cccnc1 returned CD40 NFkB inh 4.
Screening COC(=O)c1cccc(NS(C)(=O)=O)c1 returned CD40 NFkB inh 8.
CS(=O)(=O)Nc1ccccc1NS(C)(=O)=O was read as CD40 NFkB inh 10.
COc1ccc([C@@H]2[C@H]3C(=O)N(c4cccc(C(F)(F)F)c4)C(=O)[C@H]3ON2C)cc1 was read as CD40 NFkB inh -5.
For Oc1ccc(C=NNc2ccccn2)c(O)c1 the results were CD40 NFkB inh -91.
`O=C(CSc1nnnn1-c1ccccc1)NCC1(N2CCCCC2)CCCCC1` gave CD40 NFkB inh 4.
For O=C(CN1CCOCC1)N1CCCCN2[C@@H](CO)[C@@H](c3ccc(Br)cc3)[C@@H]2C1 the results were CD40 NFkB inh -2[25 µM].
For CN1C(=O)c2cc(NC(=O)c3cccc(F)c3)ccc2OC[C@H]2O[C@H](CC(=O)NCc3ccccc3Cl)CC[C@H]21 the results were CD40 NFkB inh 20[25 µM].
Screening CCCNC(=O)N1CC2(C1)[C@@H](c1ccccc1)[C@@H](CO)N2C(=O)CC1CC1 returned CD40 NFkB inh -11[25 µM].
For COCC(=O)Nc1cccc2ccccc12 the results were CD40 NFkB inh 0.
Screening Cc1cc(-c2ccc(C)c(S(=O)(=O)N3CC(=O)Nc4ccccc43)c2)on1 returned CD40 NFkB inh 13.
For CCn1c(SCC(=O)Nc2ccc(OC)c(S(=O)(=O)N3CCCCC3)c2)nnc1C1CC1 the results were CD40 NFkB inh 6.
Screening C[C@@H]1CN(C)C(=O)Cc2cc(N(C)C)ccc2O[C@H]1CN(C)C(=O)OC(C)(C)C returned CD40 NFkB inh -1.
COc1ccccc1C(=O)NC(CCSC)C(=O)NC1CCCCCC1 (stereo not given) was read as CD40 NFkB inh 4.
O=C(Cn1cnc2c(oc3ccccc32)c1=O)NCc1ccccc1 was read as CD40 NFkB inh -24.
For CCCNC(=O)N1C[C@H](O)COC[C@@H]2O[C@H](CC(=O)OC)CC[C@H]21 the results were CD40 NFkB inh -5[25 µM].
For Cc1ccc(C(=O)N2CCN(C(=O)CN3CCCC3)C2)cc1 the results were CD40 NFkB inh 5.
For O=C(Nc1ccccc1Cl)N1CCCN(c2nc(-c3ccccc3)ns2)CC1 the results were CD40 NFkB inh 10.
For Cc1nc(-c2ccc(F)cc2)c(CC(=O)N(C)CC(=O)Nc2ccccc2Br)s1 the results were CD40 NFkB inh 40.
`COc1ccc(C#Cc2ccc3c(c2)[C@@H]2[C@@H](CCN2C(=O)C2CCCC2)[C@@H](CO)N3)cc1` gave CD40 NFkB inh -7.

Structures from the list above that have an aryl thioether with sulfur outside any ring:
CCCc1cc(=O)[nH]c(SCC(=O)N2CCCCCC2)n1 was read as CD40 NFkB inh 5.
`O=C(CSc1nnnn1-c1ccccc1)NCC1(N2CCCCC2)CCCCC1` gave CD40 NFkB inh 4.
For CCn1c(SCC(=O)Nc2ccc(OC)c(S(=O)(=O)N3CCCCC3)c2)nnc1C1CC1 the results were CD40 NFkB inh 6.

(list continues)
`COc1cccc(C2c3[nH]c4ccccc4c3CCN2C(=O)Cn2cncn2)c1OC` (stereo not given) gave CD40 NFkB inh 7.
Screening Cc1cc(C)c2c(N)c(C(=O)C(C)(C)C)sc2n1 returned CD40 NFkB inh 0.
For CCC1CCc2sc(C(=O)O)cc2C1 (stereo not given) the results were CD40 NFkB inh 11.
CN(C)CCC1(c2ccccc2)CCN(C)C1=O (stereo not given) was read as CD40 NFkB inh 17.
Screening O=C(O)CCCCNS(=O)(=O)c1ccc(Cl)c(C(F)(F)F)c1 returned CD40 NFkB inh 9.
Screening N#C[C@H]1[C@H](c2ccc(C3=CCCCC3)cc2)[C@@H](CO)N1C(=O)CN1CCOCC1 returned CD40 NFkB inh -2[25 µM].
Screening COc1ccc(S(=O)(=O)Nc2cc3c4c(oc3c3ccccc23)CCCC4=O)cc1 returned CD40 NFkB inh -2.
For Cn1c(SCC(=O)Nc2ccccc2Oc2ccccc2)nnc1C1CC1 the results were CD40 NFkB inh -3.
For O=C(Nc1ccc(N2CCOCC2)cc1)c1cccc2ccccc12 the results were CD40 NFkB inh 2.
Screening COC(=O)Cn1cnc2c(C#N)c3n(c2c1=O)CCCC3 returned CD40 NFkB inh 0.
Screening CCOC(=O)c1c(-c2ccc(C)o2)csc1NC(=O)COC(=O)c1cccs1 returned CD40 NFkB inh 80*.
For CO[C@@H]1CN(C)C(=O)c2cc(NC(=O)C3CC3)ccc2OC[C@@H](C)N(C(=O)C2CCOCC2)C[C@H]1C the results were CD40 NFkB inh -3.
Screening O=C(C[C@@H]1C[C@H]2c3cc(NC(=O)Cc4ccncc4)ccc3O[C@H]2[C@H](CO)O1)NCCN1CCCCC1 returned CD40 NFkB inh -2[25 µM].
Screening C[C@@H]1CN([C@H](C)CO)C(=O)CCCn2nncc2CO[C@H]1CN(C)C(=O)c1ccc2ccn(C)c2c1 returned CD40 NFkB inh 5[25 µM].
For CCCCC(=O)NCc1ccc(Cl)cc1 the results were CD40 NFkB inh 4.
`CCCNC(=O)Nc1ccc2c(c1)C(=O)N(C)C[C@H](OC)[C@H](C)CN(C)[C@H](C)CO2` gave CD40 NFkB inh -2[25 µM].
Cc1ccc(NC(=O)CN2CCCN(S(=O)(=O)c3ccc(Br)s3)CC2)cc1 was read as CD40 NFkB inh 4.
Screening Cc1ccc(C(=O)C(C)OC(=O)c2cc(=O)[nH]c3ccccc23)cc1 (stereo not given) returned CD40 NFkB inh -23.
For COc1ccc(NC(=O)c2cc(-c3cccs3)on2)cc1OC the results were CD40 NFkB inh -35.
CC1Oc2ccccc2N(CC(=O)NCCCN2CCOCC2)C1=O (stereo not given) was read as CD40 NFkB inh 15.
For CC1(c2ccccc2)CC(C)(C)N2C(=O)Cc3cccc1c32 (stereo not given) the results were CD40 NFkB inh 11.
For O=C1OC(Cc2ccccc2)C(c2ccccc2)C1=O (stereo not given) the results were CD40 NFkB inh -3.
O=C1CCC(C(=O)NCCCn2ccnc2)N1 (stereo not given) was read as CD40 NFkB inh 13.
`COC1OC(CO)C(N=C(C)C)C1O` (stereo not given) gave CD40 NFkB inh -10.
Screening C=CCOc1cccc(C2C(C(=O)c3ccc(C)o3)=C(O)C(=O)N2c2nnc(C)s2)c1 (stereo not given) returned CD40 NFkB inh 13.
`CN1C(=O)c2cc(NC(=O)C3CC3)ccc2OC[C@H]2O[C@H](CC(=O)O)CC[C@H]21` gave CD40 NFkB inh 5.
Screening C[C@@H]1CN([C@@H](C)CO)C(=O)c2c(c3ccccc3n2C)-c2ccccc2CO[C@H]1CN(C)C(=O)Nc1ccccc1 returned CD40 NFkB inh 7.
Screening N#Cc1cccc(NC(=O)COC(=O)c2ccc[n+]([O-])c2)c1 returned CD40 NFkB inh 0.
For CCCCn1cnc2c(SCc3ccccc3F)nc(N)nc21 the results were CD40 NFkB inh 0.
Screening CSCCC(NS(=O)(=O)c1ccc(C)cc1)C(=O)NCC(C)(C)N1CCOCC1 (stereo not given) returned CD40 NFkB inh 5.
For COc1ccc(CCNC(=O)C(=O)NCC2CCCN2S(=O)(=O)c2ccc(OC)cc2)cc1 (stereo not given) the results were CD40 NFkB inh 0.
For Cc1cc(OCC(=O)Nc2ccc(OCc3ccccc3)cc2)nc(C(C)C)n1 the results were CD40 NFkB inh -11.
For CC1(C(=O)Nc2cccc(-n3cnnn3)c2)Cc2ccccc2C(=O)O1 (stereo not given) the results were CD40 NFkB inh 5.
O=C(c1ccc(-c2ccc([N+](=O)[O-])cc2)o1)N1CCCCCCC1 was read as CD40 NFkB inh -3.

Source: PubChem (Broad Institute)

Some of the compounds tested; rates above refer to the full screens.
